Bioassay records as filed in PubChem.
CBFb RUNX1 block: blocks binding between human CBF-beta and RUNX1 | Q01196+Q13951 | AlphaScreen CBFb-His/RUNX1-biotin binding, biochemical | Potency, µM (doses to about 59.8 µM), without a hit: top-dose activity, negative = inhibition, actives largely listed as inhibitors | 230,000 tested, under 10 active; also: % of control where 0% means no effect
Target sequence (Q01196 whole entry, looked up): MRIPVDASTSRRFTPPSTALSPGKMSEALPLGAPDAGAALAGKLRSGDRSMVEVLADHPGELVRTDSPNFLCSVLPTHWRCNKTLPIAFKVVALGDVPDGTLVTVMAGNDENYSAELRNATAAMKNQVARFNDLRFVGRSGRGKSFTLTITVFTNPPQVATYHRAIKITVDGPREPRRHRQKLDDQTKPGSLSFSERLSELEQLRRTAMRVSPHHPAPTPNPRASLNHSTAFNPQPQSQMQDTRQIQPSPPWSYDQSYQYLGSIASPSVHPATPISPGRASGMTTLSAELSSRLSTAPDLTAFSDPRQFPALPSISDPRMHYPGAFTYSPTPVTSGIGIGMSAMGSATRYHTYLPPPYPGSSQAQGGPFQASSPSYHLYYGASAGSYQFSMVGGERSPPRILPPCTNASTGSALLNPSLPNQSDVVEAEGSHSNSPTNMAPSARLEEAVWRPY
Target sequence (Q13951 whole entry, looked up): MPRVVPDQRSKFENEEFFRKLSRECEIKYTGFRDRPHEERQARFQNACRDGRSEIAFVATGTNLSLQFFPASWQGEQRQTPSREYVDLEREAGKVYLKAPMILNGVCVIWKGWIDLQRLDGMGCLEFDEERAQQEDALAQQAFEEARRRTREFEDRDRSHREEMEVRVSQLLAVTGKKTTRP
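AlphaScreen binding: CBFb-His and RUNX1-biotin (30 nM each) preincubated 20 min, compound added for 15 min, then nickel and streptavidin beads for 90 min, all at room temperature. Disruption of the interaction by any mechanism counts as activity.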
NPSR antag: blocks cAMP signaling of the human neuropeptide S receptor; Potency, µM (top dose mostly 38.3 µM), inactives show top-dose activity change, negative = inhibition, usual class: inhibitors; Q6W5P4; CHO-NPSR cells, cAMP TR-FRET, antagonist mode; AID 1461; 1% of 220,000 active; also: potency is read from the fitted curve at half-maximal effect; % is scaled to controls: 0 for no effect and ±100 for the full control effect; nearly all actives have a fitted effect of over 50% in size; many of its hits are not listed in these tables
Tau fibril FP: inhibitors of human tau fibril formation. P10636. K18 P301L tau heparin fibrillization, Alexa594 FP, 6 h. Potency, µM (series often up to 57.7 µM), for inactives: top-dose activity, negative = inhibition, most hits filed as inhibitors. 0.39% of 280,000 active; also: potency is read from the fitted curve at half-maximal effect; % is scaled to controls: 0 for no effect and ±100 for the full control effect; nearly all actives have a fitted effect of over 55% in size
Target sequence (P10636 561-689 P618L limits assumed): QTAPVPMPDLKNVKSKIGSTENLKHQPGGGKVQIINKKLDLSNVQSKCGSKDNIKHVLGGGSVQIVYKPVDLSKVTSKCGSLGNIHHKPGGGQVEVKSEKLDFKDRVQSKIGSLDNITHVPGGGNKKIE
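Heparin (20 uM) drove fibril formation of recombinant tau K18 P301L, 15 uM unlabeled with 0.24 uM Alexa 594 label, for 6 hr at 37 C in 100 mM sodium acetate pH 7. Fluorescence polarization (555/632 nm) read 1 hr after 30 uM ThT.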
Epigenetic reg: regulators of epigenetic silencing causing reporter derepression in mouse cells | murine LDR cells, GFP reporter derepression, 30 h | Potency, µM (doses to about 53.9 µM), for the others: at the highest dose GFP activation, hits mostly activators | 0.2% of 280,000 active; also: potency is read from the fitted curve at half-maximal effect; % of control where 0% means no effect; nearly all actives have a fitted effect of over 60% in size
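Reporter derepression read as number of fluorescent GFP-positive objects, 20-120 um in size, counted by laser-scanning cytometer. Mouse LDR line with an epigenetically silenced CMV-GFP locus; compound incubation 30 h, 37 C.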
aGal spleen mod: alpha-galactosidase A (human) modulation; 0.008% of 240,000 active; human spleen homogenate, 4MU-alpha-Gal fluorescence, 40 min; Potency, µM (titrated, usually from 80 µM), inactives show at the top dose activity change, negative = inhibition, usual class: inhibitors; P06280;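 also: potency is read from the fitted curve at half-maximal effect; 0% = enzyme with vehicle and -100% = no enzyme basal signal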
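Inhibition or activation of alpha-galactosidase in human spleen homogenate is scored by 4-MU fluorescence after 40 min at 37C, pH 5.0, with 1 mM substrate. AC50s come from concentration-response fitted to the Hill equation.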
Tau fluor cs: counter-screen for tau fibril formation inhibitors; tau K18 P301L (four-repeat tau fragment) Alexa594 fluorescence, heparin fibrillization; Potency, µM (series often up to 57.7 µM), inactives show at the top dose activity change, negative = decrease; 0.93% of 280,000 active; AID 1463; also: potency is read from the fitted curve at half-maximal effect; % is scaled to controls: 0 for no effect and ±100 for the full control effect; nearly all actives have a fitted effect of over 55% in size
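Human K18 P301L tau (15 uM unlabeled plus 0.24 uM Alexa 594-labeled, final) in 100 mM sodium acetate pH 7 was mixed with compound and 20 uM heparin and incubated 6 hr at 37 C.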
TexasRed fluor: counter-screen for TRb-SRC2 inhibitors: fluorescence interference; Potency, µM (highest dose often 106 µM), for inactives: at the highest dose fluorescence change, negative = quenching; 0.29% of 280,000 active; TRb/SRC2 Texas Red total fluorescence interference; active = well fitted curve in either direction with a large enough effect; inconclusive = small, poorly fitted or top-dose-only effect; also: potency is read from the fitted curve at half-maximal effect; % is scaled to controls: 0 for no effect and ±100 for the full control effect
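Human TRb ligand-binding domain at 0.6 uM with 20 nM Texas Red SRC2 peptide in Tris buffer containing 1 uM T3 and 5% DMSO, incubated with compound 5 h at ambient temperature. Total fluorescence (555/632 nm) calculated as parallel + 2 × perpendicular.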
TRb SRC2 PPI: disrupts binding of human TR beta to SRC2; P10828; TRbeta-SRC2 peptide binding, fluorescence polarization; receptor liganded with 1 µM T3; Potency, µM (titrated, usually from 106 µM), for inactives: at the highest dose activity change, negative = inhibition, usual class: inhibitors; 0.065% of 280,000 active; AID 1469;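 also: potency is read from the fitted curve at half-maximal effect; plate controls were bound peptide for no effect and peptide without receptor for full effect; nearly all actives have a fitted effect of over 50% in size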
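Read-out is fluorescence polarization (555 nm excitation, 632 nm emission) of a Texas Red SRC2 coactivator peptide; loss of signal reflects blocked binding to human TRb ligand-binding domain in the presence of 1 uM T3.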
* hit, by the source's call; [ ] = another dose, or the depositor's remark. Unless noted, calls follow the shape of the dose curve; as a rule, active = well fitted curve in the direction sought with a large enough effect; inconclusive = small, poorly fitted or top-dose-only effect, or another doubt; inactive = no such curve, though single readings can be large; an effect the other way counts as inactive or inconclusive. The list is partial; count on the stated rates, not on these rows.

`CCOC(=O)c1cccc(NS(=O)(=O)c2ccc(-c3cnc(C4CC4)o3)cc2)c1` gave Tau fibril FP -5.7%, Epigenetic reg -1.9%, Tau fluor cs inconclusive, TexasRed fluor -0.9% and TRb SRC2 PPI 14.1%.
`CCOc1ccccc1NC(=O)c1cc2ccc3cccnc3c2[nH]1` gave Tau fibril FP inconclusive, Epigenetic reg 2.5%, Tau fluor cs -8.2%, TexasRed fluor -32.1% and TRb SRC2 PPI -6.0%.
COc1ccccc1NC(=O)CSc1nnc(COc2ccccc2OC)n1C was read as CBFb RUNX1 block -2.5%, NPSR antag -20.3%, Tau fibril FP 1.9%, Epigenetic reg 1.1%, aGal spleen mod 0.7%, Tau fluor cs -4.9%, TexasRed fluor -3.8% and TRb SRC2 PPI 3.3%.
COc1cc(/C=N/OCC(=O)Nc2cc(C)on2)ccc1OCc1ccccc1 was read as CBFb RUNX1 block -0.6%, NPSR antag 6.7%, Tau fibril FP 2.5%, Epigenetic reg 1.1%, aGal spleen mod -7.6%, Tau fluor cs -6.9%, TexasRed fluor -1.3% and TRb SRC2 PPI -9.6%.
CCc1c2c(nc3ccc(O)cc13)-c1cc3c(c(=O)n1C2)COC(=O)[C@]3(O)CC was read as CBFb RUNX1 block 14.4%, aGal spleen mod 4.5%, TexasRed fluor -14.8% and TRb SRC2 PPI 2.6%.
`NCCCNC(=O)c1ccc(/C=N/O)nc1` gave CBFb RUNX1 block -21.9%, NPSR antag -8.2%, Tau fibril FP -7.9%, Epigenetic reg 5.1%, aGal spleen mod -3.2%, Tau fluor cs -6.2%, TexasRed fluor -1.5%[53 µM] and TRb SRC2 PPI -8.8%[53 µM].
`CCO[C@H](c1cc(OC)cc([N+](=O)[O-])c1OC)[C@H](C)/C=C\CC(=O)OC` gave CBFb RUNX1 block 14.2%[13.1 µM], Tau fibril FP -11.7%[11.6 µM], Epigenetic reg 1.1%[10.1 µM], aGal spleen mod -15.1%[17.5 µM], Tau fluor cs -8.5%[11.6 µM], TexasRed fluor -6.6%[11.2 µM] and TRb SRC2 PPI 1.2%[11.2 µM].
Screening CCN(CC)S(=O)(=O)c1ccc2c(c1)c(=O)c(C(=O)N1CCN(c3cc(C)ccc3C)CC1)cn2C returned Tau fibril FP -6.1%, Epigenetic reg 2.0%, Tau fluor cs -23.4%, TexasRed fluor -0.6% and TRb SRC2 PPI -12.2%.
Screening CC/S(C)=N/S(=O)(=O)c1ccc(C)cc1 (stereo not given) returned CBFb RUNX1 block -4.6%, NPSR antag 8.9%, Tau fibril FP 5.8%, Epigenetic reg -1.0%, aGal spleen mod 10.8%, Tau fluor cs 7.0%, TexasRed fluor -8.2% and TRb SRC2 PPI -0.5%.
`CCOC(=O)NC(NCc1ccccc1Cl)(C(F)(F)F)C(F)(F)F` gave CBFb RUNX1 block 1.3%, NPSR antag -24.9%[46.1 µM], Tau fibril FP -7.6%, Epigenetic reg -1.5%, aGal spleen mod 11.0%, Tau fluor cs -17.4%, TexasRed fluor -6.2% and TRb SRC2 PPI -5.4%.
For CCC(Sc1nc(C)cc(=O)[nH]1)C(=O)Nc1nc2c(s1)CCCC2 (stereo not given) the results were CBFb RUNX1 block -3.7%, NPSR antag -6.4%[46.1 µM], Tau fibril FP 0.7%, Epigenetic reg -0.5%, aGal spleen mod 5.1%, Tau fluor cs 0.3%, TexasRed fluor -1.4% and TRb SRC2 PPI -5.9%.
For Cc1ccc2c(c1)C=CC(C)(C)S2=O (stereo not given) the results were CBFb RUNX1 block -2.7%, NPSR antag 7.2%, Tau fibril FP -2.6%, Epigenetic reg 0.0%, aGal spleen mod 5.3%, Tau fluor cs 1.6%, TexasRed fluor -1.4% and TRb SRC2 PPI -4.7%.
`CCCCN1CC(O)=C(c2nc(-c3ccc(Cl)cc3)cs2)C1=N` gave CBFb RUNX1 block -4.9%, NPSR antag -17.5%[46.1 µM], Tau fibril FP 9.8%, Epigenetic reg -0.3%, aGal spleen mod -6.5%, Tau fluor cs -28.6%, TexasRed fluor -3.9% and TRb SRC2 PPI 3.7%.
Screening CN(C)Cc1ccccc1-c1nccc(NCc2cccs2)n1 returned Tau fibril FP 2.8%, Epigenetic reg 0.1%, aGal spleen mod 3.3%, Tau fluor cs -0.1%, TexasRed fluor -3.8% and TRb SRC2 PPI -1.9%.
Screening COc1cccc(NC(=O)Cn2nc3c4ccccc4n(Cc4cccc(F)c4)cc-3c2=O)c1 returned Tau fibril FP -8.0%, Epigenetic reg 14.9%, Tau fluor cs -21.4%, TexasRed fluor -1.2% and TRb SRC2 PPI 0.5%.
Screening Cc1cccc(/C=N/n2c(C)nnc2C)c1 returned CBFb RUNX1 block 2.1%, NPSR antag -3.3%[46.1 µM], Tau fibril FP -2.5%, Epigenetic reg 0.0%, aGal spleen mod -1.7%, Tau fluor cs 2.9%, TexasRed fluor -2.9% and TRb SRC2 PPI -2.0%.
COc1ccc2c(c1)c1c(c(=O)n(-c3cccc(C)c3)c(=O)n1CC(=O)NCC1CCCO1)n2C (stereo not given) was read as Tau fibril FP -0.9%, Epigenetic reg 1.5%, Tau fluor cs -5.0%, TexasRed fluor -1.7% and TRb SRC2 PPI -1.7%.
`Cn1c(CN2CCCC2)nc2cc(NC(=O)C3CCCCC3)ccc21` gave CBFb RUNX1 block -1.5%, NPSR antag 2.0%[46.1 µM], Tau fibril FP -4.3%, Epigenetic reg -0.9%, aGal spleen mod -9.6%, Tau fluor cs -7.2%, TexasRed fluor -0.9% and TRb SRC2 PPI -0.3%.
CC(=O)N1CCCc2cc(S(=O)(=O)N3CCC(C(=O)N(C)C4CCCCC4)CC3)ccc21 was read as Tau fibril FP 0.9%, Epigenetic reg 0.0%, Tau fluor cs -7.8%, TexasRed fluor 0.9% and TRb SRC2 PPI 2.8%.
Screening CCOC(=O)C1CCCN(Cc2nc(C3CC3)no2)C1 (stereo not given) returned CBFb RUNX1 block 6.0%, NPSR antag 9.0%, Tau fibril FP 2.1%, Epigenetic reg -1.1%, aGal spleen mod 1.6%, Tau fluor cs -8.2%, TexasRed fluor -2.5% and TRb SRC2 PPI 1.6%.
NCCCC[C@H]1CNC(=O)C(=O)N1CCc1cc(C(F)(F)F)cc(C(F)(F)F)c1 was read as CBFb RUNX1 block 13.4%, NPSR antag 22.8%, Tau fibril FP 6.5%, Epigenetic reg -3.3%, aGal spleen mod -0.1%, Tau fluor cs 10.8%, TexasRed fluor -1.6% and TRb SRC2 PPI -3.3%.
O=C(CSc1cccc[n+]1[O-])Nc1ccc2c(c1)OCCO2 was read as CBFb RUNX1 block -0.5%, NPSR antag 8.3%, Tau fibril FP 3.8%, Epigenetic reg -2.6%, aGal spleen mod 0.0%, Tau fluor cs 4.5%, TexasRed fluor -2.4% and TRb SRC2 PPI -4.3%.
O=C(CN1c2ccccc2S(=O)(=O)c2ccccc21)Nc1ccccc1Cl was read as Tau fibril FP -6.8%, Epigenetic reg 0.0%, Tau fluor cs -26.3%, TexasRed fluor 0.5% and TRb SRC2 PPI 0.8%.
Screening CCOCCCNc1ncnc2c1cnn2-c1ccc(C)c(C)c1 returned Tau fibril FP -8.1%, Epigenetic reg 5.3%, Tau fluor cs -19.9%, TexasRed fluor 0.2% and TRb SRC2 PPI 5.7%.
Screening Cc1cccc(Oc2ncnc(N)c2[N+](=O)[O-])c1C returned CBFb RUNX1 block 0.4%, NPSR antag 21.6%, Tau fibril FP 4.8%, Epigenetic reg -1.0%, aGal spleen mod 2.8%, Tau fluor cs -2.2%, TexasRed fluor -1.9% and TRb SRC2 PPI -14.0%.
For CCOC(=O)C1CCCN(C(=O)c2cc(-c3ccc(F)cc3)nc3ccccc23)C1 (stereo not given) the results were CBFb RUNX1 block -3.1%, NPSR antag -16.7%, Tau fibril FP 6.2%, Epigenetic reg 1.2%, aGal spleen mod 6.7%, Tau fluor cs -1.3%, TexasRed fluor -0.8% and TRb SRC2 PPI 3.7%.
CCc1ccc(C(=O)CSc2ncn[nH]2)cc1 was read as CBFb RUNX1 block -2.0%, NPSR antag 6.1%[46.1 µM], Tau fibril FP -4.7%, Epigenetic reg 0.8%, aGal spleen mod 2.6%, Tau fluor cs -2.8%, TexasRed fluor -1.6% and TRb SRC2 PPI -2.6%.
CC(=O)c1c(C)[nH]c(C(=O)N2c3ccccc3CC2C)c1C (stereo not given) was read as CBFb RUNX1 block -4.5%, NPSR antag 0.9%[46.1 µM], Tau fibril FP -3.9%, Epigenetic reg 0.7%, aGal spleen mod -9.6%, Tau fluor cs -2.1%, TexasRed fluor -2.5% and TRb SRC2 PPI 6.1%.
For Cc1cc(C(=O)COC(=O)c2ccc3c(c2)OCO3)c(C)n1CC1CCCO1 (stereo not given) the results were CBFb RUNX1 block -14.3%, NPSR antag -15.8%, Tau fibril FP 5.8%, Epigenetic reg 3.4%, aGal spleen mod -6.4%, Tau fluor cs -3.6%, TexasRed fluor 0.0% and TRb SRC2 PPI -8.9%.
CCOCCn1ccc2c(OCC(=O)Nc3cc(C(F)(F)F)ccc3Cl)cccc2c1=O was read as Tau fibril FP 1.6%, Epigenetic reg 8.9%, Tau fluor cs 3.1%, TexasRed fluor 0.3% and TRb SRC2 PPI -5.0%.
Screening COc1ccc(C(=O)Nc2ccccc2C(N)=O)cc1 returned CBFb RUNX1 block 2.9%, NPSR antag -4.2%[46.1 µM], Tau fibril FP 4.7%, Epigenetic reg 1.0%, aGal spleen mod -1.1%, Tau fluor cs 2.2%, TexasRed fluor -2.8% and TRb SRC2 PPI -0.9%.
`c1ccc(Cn2nnnc2CN2CCN(c3ncccn3)CC2)cc1` gave CBFb RUNX1 block 6.3%, NPSR antag -10.5%[46.1 µM], Tau fibril FP -3.3%, Epigenetic reg 0.0%, aGal spleen mod 2.0%, Tau fluor cs -3.7%, TexasRed fluor 1.8% and TRb SRC2 PPI -0.2%.
O=S(=O)(NCCc1ccc(Cl)cc1)c1ccc(N2CCCCS2(=O)=O)cc1 was read as Tau fibril FP 4.5%, Epigenetic reg -5.5%, Tau fluor cs -21.2%, TexasRed fluor -1.7% and TRb SRC2 PPI 5.5%.
